# bIAP activator: intestinal alkaline phosphatase (bovine) activation. purified bovine IAP, CDP-star luminescence, 30 min; hits give high values; fold of DMSO-control signal, blank-subtracted. activation factor at 20 µM. 200,000 compounds, 0.17% hits. AID 1016;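 active = activation factor of 2 or more at 20 µM, a signal rise over negative controls twice the positive control's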
# bIAP inhibitor: blocks bovine intestinal alkaline phosphatase activity. purified bovine IAP, CDP-star luminescence, 30 min. inhibition, % at 20 µM. 190,000 tested, under 10 active;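 active = over 50% inhibition of intestinal alkaline phosphatase at 20 µM in the single-dose screen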
#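 Assay system – bovine IAP enzyme · Quantity – bovine IAP at 1/65,000,000 final dilution · Detection – CDP-star luminescence signal · Times – 30 min reaction at room temperature · Also added – CDP-star substrate at 30 µM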
# TNAP act hiacc: activators of human TNAP at high phosphate acceptor concentration; AID 1136; P05186; 200,000 tested, under 10 active; activation factor at 20 µM; purified TNAP, CDP-star luminescence, 1 M DEA, 30 min; hits give high values; 0 = EDTA background, 1 = DMSO-only activity;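 active = activation factor at least 2 at 20 µM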
# Target sequence (P05186 whole entry, looked up): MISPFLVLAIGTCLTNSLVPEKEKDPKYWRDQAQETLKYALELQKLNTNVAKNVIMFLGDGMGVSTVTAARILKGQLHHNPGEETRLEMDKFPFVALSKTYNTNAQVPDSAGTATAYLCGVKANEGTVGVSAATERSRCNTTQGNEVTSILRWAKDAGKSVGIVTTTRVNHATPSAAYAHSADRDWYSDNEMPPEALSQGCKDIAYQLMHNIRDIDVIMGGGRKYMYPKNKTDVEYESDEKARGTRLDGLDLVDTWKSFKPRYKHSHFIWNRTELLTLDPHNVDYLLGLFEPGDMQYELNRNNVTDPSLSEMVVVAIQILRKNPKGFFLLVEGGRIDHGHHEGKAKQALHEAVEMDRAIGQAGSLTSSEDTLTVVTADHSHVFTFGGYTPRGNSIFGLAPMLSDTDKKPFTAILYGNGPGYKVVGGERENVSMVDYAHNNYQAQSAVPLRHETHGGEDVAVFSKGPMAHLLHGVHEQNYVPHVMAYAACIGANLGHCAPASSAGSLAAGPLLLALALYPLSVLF
#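 Dosing: 20 µM single point. System: human TNAP. Amount: TNAP 1/800 final. Incubation: 30 min, room temperature. Read-out: TNAP activation factor scaled between EDTA and DMSO control wells. Signal: luminescence from CDP-star hydrolysis. Medium: 1 M DEA, pH 9.8, Mg2+, Zn2+. Control set: EDTA negative control, DMSO positive control.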
# * hit, by the source's call.
bIAP inhibitor	TNAP act hiacc	canonical_smiles	bIAP activator
12	1	O=C1C2C3C=CC(C3)C2C(=O)N1CNc1ccc(O)cc1 (configuration not stated)	0.9
-6	1.1	Cn1c(CCN2CCCCC2)nc2cc(NS(=O)(=O)c3ccc(Cl)cc3)ccc21	1.1
25	1	CCN1C(=O)c2cccc3c(N)ccc1c23	0.8
-1	1.1	O=C(c1ccc(C(=O)N2CCCc3ccccc32)nc1)N1CCCc2ccccc21	1
-1	1	CCc1c(C)nc(N)n2c(SCC(=O)N3CCN(c4ccccc4OC)CC3)nnc12	1
7	1.1	Brc1ccc(-c2nn3c(-c4ccncc4)nnc3s2)o1	0.9
6	1	Cc1nc(SCC(=O)OCc2ccccc2)c2c(=O)n(C)c(=O)n(C)c2n1	0.9
-6	1	COc1ccc2nc(C)c(C(=O)OCCN(C)C)cc2c1	1.1
11	1	COc1ccc(OC)c(C2C=C(c3ccc(C)c(C)c3)Nc3nnnn32)c1 (configuration not stated)	0.9
11	1.1	CC1=C(C(=O)OC2CCCCC2)C(c2ccco2)n2ncnc2N1 (configuration not stated)	0.9
9	1	CCCc1nc(SCC(=O)c2ccc(OC)cc2)c2c(=O)n(C)c(=O)n(C)c2n1	0.9
0	1.1	Cc1ccc(-c2nnc(CSc3nc(C)nc4sc(C)c(C)c34)o2)cc1	1
15	1	Cn1c(-c2nonc2NC(=O)c2ccc(C(C)(C)C)cc2)nc2ccccc21	0.8
-32	1.1	Cc1cc(C)c2nc(NC3=NCN(CCN4CCOCC4)CN3)nc(C)c2c1	1.3
-7	1.1	Cc1cnc(C(=O)Nc2ccc(C(=O)N(C)C3CCCCC3)cc2)cn1	1.1
-4	1.1	CCOc1ccc(C2C(C#N)=C(N)N3C(=C2C#N)Sc2ccccc23)cc1 (configuration not stated)	1
-25	1.1	COc1ccc(CN2CCN(c3cc(C)nc4c5c(C)cc(C)nc5nn34)CC2)cc1F	1.3
0	1	CC1(C)CC(=O)C2=C(C1)Nc1ccccc1NC2c1cccnc1 (configuration not stated)	1
3	1	COc1ccc(-c2nsc3c(N4CCN(S(=O)(=O)c5ccccc5)CC4)ncnc23)cc1	1
-2	1	Cc1nnc(NC(=O)CCC(=O)N2CCN(CCc3ccccc3)CC2)s1	1

# Remaining list, next part:
bIAP inhibitor	TNAP act hiacc	canonical_smiles	bIAP activator
4	1	CCn1c(NCCc2ccc(OC)c(OC)c2)nc2c1c(=O)n(C)c(=O)n2C	1
0	1	COC(=O)c1ccccc1NC(=O)c1noc2c1CCC2	1
9	1.1	CCOC(=O)c1c(NC(=O)c2cccs2)sc2c1CCC2	0.9
8	1	O=C(CN1CCN(Cc2ccc(F)cc2)C1=O)NCc1cccs1	0.9
-37	1.1	O=c1oc2c(CN3CCCCCC3)c(O)ccc2cc1-c1nc2ccccc2[nH]1	1.4
21	1	CC(C)(C)Nc1ncnc2c1cnn2-c1ccccc1	0.8
-6	1	CCN1CCN(Cc2ccc3c(c2)Cc2ccccc2-3)CC1	1.1
12	1.1	Cc1csc2ncc(C(=O)Nc3ccccc3F)c(=O)n12	0.9
-9	1	COc1cc(C2C(C(=O)Nc3ccc(F)cc3)=C(C)Nc3nc(CCCO)nn32)cc(OC)c1OC (configuration not stated)	1.1
-12	1.1	CCOC(=O)c1sc2ncn(/N=C/c3ccccn3)c(=O)c2c1C	1.1
3	1.1	O=c1c2c3nc4ccccc4nc3n(/N=C/c3ccco3)c2ncn1CCC1=CCCCC1	1
6	1.1	Clc1cccc(-c2nn3c(-c4ccncc4)nnc3s2)c1	0.9
9	1.1	Cc1cc(C)nc(N2CCN(c3ncnc4c3cnn4Cc3ccc(Cl)cc3Cl)CC2)n1	0.9
11	1.1	CC1CCCC(C)N1C(=O)Cn1c(=O)sc2ccccc21 (configuration not stated)	0.9
12	1.1	CC(=O)Oc1ccc(C(=O)Nc2nccs2)cc1	0.9
-8	1	Cc1ccc(S(=O)(=O)Oc2ccc(/C=N/N=C3/NC(=O)C(CC(=O)O)S3)cc2)cc1 (configuration not stated)	1.1
14	1.1	Cc1c(C(=O)NC2CC2)oc2ccc(S(=O)(=O)N3CCCCCC3)cc12	0.9
5	1.1	Cc1nc(NC2=NCN(Cc3ccco3)CN2)nc2ccccc12	1
-5	1	CCn1c(=O)c(C(=O)Nc2cnccn2)c(O)c2ccccc21	1.1
14	1.1	CSCC[C@@H](C(=O)O)N1Cc2ccccc2C1=O	0.9

# Single entries from the list:
# Result of Clc1cccc(-c2nn3c(-c4ccncc4)nnc3s2)c1 under TNAP act hiacc: 1.1
# Result of CCOC(=O)c1c(NC(=O)c2cccs2)sc2c1CCC2 under TNAP act hiacc: 1.1

# The list goes on:
bIAP inhibitor	TNAP act hiacc	canonical_smiles	bIAP activator
-3	1	Cc1nc2c(c(=O)n1CCC(C)C)c1nc3ccccc3nc1n2Cc1ccc2c(c1)OCO2	1
0	1	Cc1cc(C(F)(F)F)n2ncc(C(=O)O)c2n1	1
1	1	c1cnc(N2CCN(c3ncnc4c3oc3ccccc34)CC2)nc1	1
2	1	O=c1c2c([nH]c3ccc(Br)cc13)CCCC2	1
2	1.1	O=C1c2oc3ccc(Br)cc3c(=O)c2C(c2cccnc2)N1Cc1ccco1 (configuration not stated)	1
17	1	O=C(NC1CCCCCC1)c1c(O)c2cccc3c2n(c1=O)CCC3	0.8
-10	1	COC(=O)c1ccccc1NC(=O)c1c(O)c2cccc3c2n(c1=O)CCC3	1.1
3	1.1	COCCNC(=O)Cn1cc2c(n1)CCC(C)C2 (configuration not stated)	1
-2	1.1	Cc1ccc2nc(NC3=NCN(CCc4ccccc4)CN3)nc(C)c2c1	1
3	1	COc1ccc(/C(O)=C2\C(=O)C(=O)N(CCCN(C)C)C2c2ccccc2F)cc1Cl (configuration not stated)	1
0	1	Cc1cc2ccccc2n1CCNC(=O)C(C)(C)C	1
11	1	COc1ccc(C2c3c(oc4c(C)cc(C)cc4c3=O)C(=O)N2Cc2cccnc2)cc1OC (configuration not stated)	0.9
2	1.1	O=C(CCn1c(=O)sc2ccccc21)NCCC1=CCCCC1	1
6	1.1	C=CCn1c(=N)c(C(=O)OC)cc2c(=O)n3cccc(C)c3nc21	0.9
6	1	Cc1coc2c(C)c3oc(=O)c4c(c3cc12)CCCC4	0.9
11	1.1	CC(C)Cn1cnc2c(N)nc3ccccc3c21	0.9
1	1	COC(=O)c1c(O)ccc(Oc2ccccc2)c1C(=O)OC	1
-10	1	CSC1=Nc2sc3c(c2C2=NCCN12)CCCC3	1.1
15	1	Cc1cccc(OCC(=O)Nc2ccc(N3CCCC3)cc2)c1C	0.8
2	1	Cc1cc(C)n(-c2nc(SCC(=O)NCC3CCCO3)c3c4c(sc3n2)CCCC4)n1 (configuration not stated)	1

# More records:
bIAP inhibitor	TNAP act hiacc	canonical_smiles	bIAP activator
-3	1.1	COc1ccc(N2CCn3c2nc2c3c(=O)n(CCN3CCOCC3)c(=O)n2C)cc1	1
-4	1	Cc1nc(N2CCN(C(c3ccccc3)c3ccccc3)CC2)nc2c1C(=O)CCC2	1
-7	1.1	O=C(NCCNC(=O)C(F)(F)F)c1ccncc1	1.1
1	1	CCc1ccc(N2CCCn3c2nc2c3c(=O)n(CCN3CCOCC3)c(=O)n2C)cc1	1
0	1	CCc1nc2ccccc2n(CCOCCn2c(=O)c(CC)nc3ccccc32)c1=O	1
-9	1	CN1C(=O)c2c(sc3c2CC(C)(C)SC3)N2CCN=C12	1.1
3	1	COC(=O)c1ccc(CSc2ccc3nnc(-c4cccnc4)n3n2)o1	1
-11	1	Cc1cc(C)n2nc3nc(N4CCCCC4)nc(-c4ccco4)c3c2n1	1.1
1	0.9	CN1CCN(Cc2nc3c(c(=O)[nH]c(=O)n3C)n2Cc2c(F)cccc2Cl)CC1	1
0	1	Cc1nc2c(c(=O)n1Cc1ccco1)c1nc3ccccc3nc1n2Cc1ccccc1	1
-4	1	O=C(O)C1C2CCC(C2)C1C(=O)NCCCn1ccnc1 (configuration not stated)	1
3	1	COc1ccc(CCNC(=O)c2c(O)c3cccc4c3n(c2=O)CC4)cc1OC	1
2	1.1	CC(C)c1nc2oc3c(N4CCN(C)CC4)ncnc3c2c2c1CCC2	1
-12	1	CCN1CCN(c2ncnc3c2sc2nc(N4CCOCC4)c4c(c23)CCC4)CC1	1.1
2	1	CCCn1nc(NC(=O)c2ccco2)c2cc3ccc(C)cc3nc21	1
6	1	COc1ccc(N2CCCn3c2nc2c3c(=O)n(CCc3ccccc3)c(=O)n2C)cc1	0.9
13	1	Cn1cnnc1SCC(=O)N1c2ccccc2-c2c(ssc2=S)C1(C)C	0.9
1	1	CCOC(=O)c1cnn(-c2nc(C)nc3sc4c(c23)CCC4)c1N	1
4	1	Cc1ccc(S(=O)(=O)c2cc3c(=O)n4cc(C)ccc4nc3n(CC3CCCO3)c2=N)cc1 (configuration not stated)	1
4	1	Cc1oc(-c2ccccc2Cl)cc1-c1nn2c(-c3ccco3)nnc2s1	1

# For convenience, 6 of the compounds above:
bIAP inhibitor	TNAP act hiacc	canonical_smiles	bIAP activator
2	1	CCCn1nc(NC(=O)c2ccco2)c2cc3ccc(C)cc3nc21	1
6	1	COc1ccc(N2CCCn3c2nc2c3c(=O)n(CCc3ccccc3)c(=O)n2C)cc1	0.9
13	1	Cn1cnnc1SCC(=O)N1c2ccccc2-c2c(ssc2=S)C1(C)C	0.9
1	1	CCOC(=O)c1cnn(-c2nc(C)nc3sc4c(c23)CCC4)c1N	1
4	1	Cc1ccc(S(=O)(=O)c2cc3c(=O)n4cc(C)ccc4nc3n(CC3CCCO3)c2=N)cc1 (configuration not stated)	1
4	1	Cc1oc(-c2ccccc2Cl)cc1-c1nn2c(-c3ccco3)nnc2s1	1

# Later entries
bIAP inhibitor	TNAP act hiacc	canonical_smiles	bIAP activator
12	1.1	CCc1c(C)nc(N)n2c(SCC(=O)N3CCN(c4ccccc4F)CC3)nnc12	0.9
-8	1.1	Cc1cccc(N2CCCn3c2nc2c3c(=O)n(CC(=O)OCc3ccccc3)c(=O)n2C)c1	1.1
10	1.1	CC(=O)Nc1nc(CC(=O)c2ccccc2)cs1	0.9
35	1.1	COc1ccc(N2C(=O)CC(NCc3cccc(F)c3)C2=O)cc1 (configuration not stated)	0.7
22	1.1	COc1ccc(S(=O)(=O)N2CC(C)N(S(=O)(=O)c3ccc(OC)cc3)CC2C)cc1 (configuration not stated)	0.8
-2	1	COc1ccc(OCc2cccc(C(=O)O)c2)cc1	1
-2	1	Cc1ccc(C(=O)C2=C(O)C(=O)N(CCCN(C)C)C23C(=O)N(C)c2ccccc23)o1 (configuration not stated)	1
-2	1.1	CC1(C)Cc2c(sc3c2c(=N)n(Cc2ccco2)c(=O)n3CC(=O)Nc2ccc(Cl)cc2)CO1	1
-20	1	Cc1cccc(C)c1OCC(O)Cn1ccnc1C (configuration not stated)	1.2
0	1	COc1ccc(OC)c(N/C(=N\c2nc(C)cc(C)n2)NC(=O)c2ccco2)c1	1
9	1	CCCn1c(C)cc(C(=O)CSc2nnc3n(CCC)c(=O)c4ccccc4n23)c1C	0.9
-13	1	CCOc1ccc(NC(=O)CSc2nc3c(c(=O)n2-c2ccccc2OC)SCC3)cc1	1.1
2	1	O=C(CSc1ccc2nnc(-c3ccncc3)n2n1)N1CCc2ccccc21	1
9	1	CCOC(=O)c1ccc2c(c1)nc(COc1ccccc1C#N)n2CC	0.9
12	1.1	O=C1CCCCCN1CP(=O)(O)CN1CCOCC1	0.9
-1	1	COc1cc(OC)cc(-n2c3nc4ccccc4nc3c3c(=O)n(CC4CCCO4)cnc32)c1 (configuration not stated)	1
2	1.1	O=c1c2c3c(sc2n2cnnc2n1C1CCCCC1)CCC3	1
-7	1	CN(C)CCCNc1c2c(c(C#N)c3nc4ccccc4n13)CCC2	1.1
-6	1	Cn1c(=O)c2c(nc(N3CCN(Cc4ccccc4)CC3)n2CCSc2ncccn2)n(C)c1=O	1.1
2	1.1	O=C(NCc1cccnc1)c1nnc(Cc2ccc(F)cc2)o1	1

# Compound profiles, as listed above. Values in the order: bIAP inhibitor	TNAP act hiacc	bIAP activator
# `CC1(C)Cc2c(sc3c2c(=N)n(Cc2ccco2)c(=O)n3CC(=O)Nc2ccc(Cl)cc2)CO1` is listed with -2	1.1	1
# `COc1ccc(OCc2cccc(C(=O)O)c2)cc1` is listed with -2	1	1
# `O=C(O)C1C2CCC(C2)C1C(=O)NCCCn1ccnc1` (configuration not stated) is listed with -4	1	1
# `CSC1=Nc2sc3c(c2C2=NCCN12)CCCC3` is listed with -10	1	1.1
# `COC(=O)c1ccc(CSc2ccc3nnc(-c4cccnc4)n3n2)o1` is listed with 3	1	1

# From PubChem BioAssay

# An excerpt; rates above refer to the full screens.
